PTAP TSG101 blk: blocks PTAP/TSG101 interaction to inhibit HIV-1 budding; Q99816; Fluorescence polarization, FITC-PTAP peptide / Tsg101 binding; Potency, µM (series often up to 115 µM), inactives show top-dose activity change, negative = inhibition, hits mostly inhibitors; 340,000 tested, under 10 active; active = well fitted inhibition curve with a large enough effect in the main read-out, with a control signal flat, not every such curve was filed as active; inconclusive = small, poorly fitted or top-dose-only effect, or effect the other way, or a change in a side signal; inactive = no such curve, though single readings can be large or run the other way; also: potency is read from the fitted curve at half-maximal effect; % of control where 0% means no effect
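FP read-out: FITC-PTAP peptide, 50 nM final, binding Tsg101 binding domain, 10 uM final; 20 min, r.t.; 10 mM HEPES pH 7.5, 0.15 M NaCl, 0.01% Tween 20, 3 mM EDTA, 0.1 mM TCEP.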
CXXC DNA block: MLL CXXC-DNA interaction inhibition; Q03164; MLL-CXXC / FITC-HOXA9 DNA fluorescence polarization; Potency, µM (titrated, usually from 115 µM), without a hit: top-dose activity change, negative = inhibition, actives largely listed as inhibitors; 0.037% of 290,000 active; active = well fitted inhibition curve with a large enough effect in the polarisation, with a control signal flat, not every such curve was filed as active; inconclusive = small, poorly fitted or top-dose-only effect, or effect the other way, or a change in a side signal; inactive = no such curve, though single readings can be large or run the other way; the % refers to the polarisation; also: potency is read from the fitted curve at half-maximal effect
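Purified MLL-CXXC (added from a 7 uM solution) was preincubated 5 min at ambient with pinned compounds in 50 mM Tris-HCl pH 7.5, 50 mM NaCl, 1 mM DTT, 0.05% BSA. Fluorescein-labeled HOX-A9 DNA (50 nM solution) followed, 30 min, then polarization read.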
TCR activator: activates T cell receptor signaling; primary human leukocytes, anti-CD3, IL-2 HTRF, 48 h; Potency, µM (titrated, usually from 9.22 µM), without a hit: top-dose activation of IL-2 secretion, most hits filed as activators; 330,000 tested, under 10 active; AID 504894; also: % of control where 0% means no effect
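Compounds are tested in HTS on primary human leukocytes co-incubated with a-CD3 beads for 48 hr. IL-2 output is measured by time-resolved FRET.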
ELG1 DNA repair: inhibitors of ELG1-dependent DNA repair in HEK293T cells. HEK293T ELG1-luciferase reporter, luminescence, 16 h; DNA damage induced by 5-fluorouridine. Potency, µM (doses to about 46.1 µM), for the others: at the highest dose activity change, negative = inhibition, usual class: inhibitors. 2.3% of 330,000 active. AID 504467; also: potency is read from the fitted curve at half-maximal effect; % is scaled to controls: 0 for no effect and ±100 for the full control effect; nearly all actives have a fitted effect of over 55% in size
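Quantitative HTS, concentration-response format. 2,000 cells/well co-treated with 5-fluorouridine and compound, 16 hr in 5% CO2 at 37 °C; ONE-Glo luminescence read after 30 min.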
TRPV1 ag: activates the human vanilloid receptor TRPV1. Q8NER1. TRPV1-expressing cells, Fluo-8 calcium influx, agonist mode. activation, % at 8.33 µM. 0.19% of 320,000 active. AID 540275; in the data active = activation above about 80%; inconclusive = between about 30% and that limit; also: 0% is about no effect
Target sequence (Q8NER1 whole entry, looked up): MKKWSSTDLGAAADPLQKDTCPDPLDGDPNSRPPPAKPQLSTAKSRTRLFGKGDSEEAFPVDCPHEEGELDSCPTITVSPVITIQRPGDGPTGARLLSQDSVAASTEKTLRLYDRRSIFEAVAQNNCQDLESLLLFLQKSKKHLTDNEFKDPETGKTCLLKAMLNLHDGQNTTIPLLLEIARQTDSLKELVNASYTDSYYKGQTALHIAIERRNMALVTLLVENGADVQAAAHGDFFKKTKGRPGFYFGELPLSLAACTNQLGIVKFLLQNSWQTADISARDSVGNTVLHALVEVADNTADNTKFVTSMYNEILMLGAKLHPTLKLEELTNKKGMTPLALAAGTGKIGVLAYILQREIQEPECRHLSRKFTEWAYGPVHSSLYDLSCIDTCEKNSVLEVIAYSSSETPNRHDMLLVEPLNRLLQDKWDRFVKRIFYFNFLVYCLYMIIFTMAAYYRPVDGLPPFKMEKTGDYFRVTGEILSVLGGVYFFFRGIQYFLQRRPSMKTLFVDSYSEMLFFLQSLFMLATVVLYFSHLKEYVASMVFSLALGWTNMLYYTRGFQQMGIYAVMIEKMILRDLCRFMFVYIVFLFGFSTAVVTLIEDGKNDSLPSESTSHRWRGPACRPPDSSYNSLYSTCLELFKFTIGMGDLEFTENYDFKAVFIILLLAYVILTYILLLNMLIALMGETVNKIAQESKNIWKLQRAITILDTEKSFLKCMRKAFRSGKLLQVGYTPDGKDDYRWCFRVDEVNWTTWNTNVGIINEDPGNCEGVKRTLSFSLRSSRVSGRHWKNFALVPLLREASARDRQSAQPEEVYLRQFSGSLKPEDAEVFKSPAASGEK
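Fluo-8 calcium influx in TRPV1-expressing cells, kinetic read (ex 480/em 520 nm). Compound added and read 3 min for agonist activity, followed by capsaicin at EC20 final and 2 min further read for enhancement.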
Integrin act MD: activators of alpha7 integrin expression for muscular dystrophy | alpha7betagal myoblasts, beta-gal FDG fluorescence, 48 h | Potency, µM (series often up to 38.3 µM), inactives show at the top dose activation, most hits filed as activators | 0.064% of 350,000 active | AID 624291;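 also: potency is read from the fitted curve at half-maximal effect; 100% = response of the positive control SU9516; nearly all actives have a fitted effect of over 60% in size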
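Alpha7betagal+/- myoblasts (passage 13) were plated 16-24 hr, then exposed to compounds (1:260 dilution of DMSO stock) for 48 hours at 37C. After MPER lysis, β-galactosidase reporter activity was read as FDG fluorescence (ex 480/em 540) after 30 minutes.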
BRCA1 expr up: BRCA1 expression activation | Potency, µM (titrated, usually from 46.1 µM), inactives show at the top dose activation, actives largely listed as activators | 1.1% of 380,000 active | MCF7-BRCA1-FFLuc reporter, luminescence, 48 h; response scale: scaled: vehicle 0%, 10 µM genistein 100%; also: potency is read from the fitted curve at half-maximal effect; nearly all actives have a fitted effect of over 80% in size; some results filed as inactive show a strong effect at the top dose
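Activators of BRCA1 expression were detected as increased firefly luciferase luminescence in engineered MCF7 cells after 48 h compound incubation. Signals were scaled to genistein 10 microM as full activation.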
p53 reactivation: restores transcriptional activity of mutant p53; Potency, µM (top dose mostly 92.2 µM), for the others: at the highest dose activity change, positive = activation, usual class: activators; 0.063% of 320,000 active; H1299 p53-A138V BP100-luciferase reporter, luminescence, 24 h; also: potency is read from the fitted curve at half-maximal effect; % of control where 0% means no effect; nearly all actives have a fitted effect of over 45% in size
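H1299 (p53-null), stable ts p53-A138V + BP100-Luc; 1000 cells/well, Opti-MEM/10% FBS; cpd 4 pt, 1:5; 24 h, 37 deg C, 5% CO2; detection reagent 10 min RT; luminescence.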
B2AR arrestin: agonists driving beta-arrestin recruitment to human beta2-adrenergic receptor | P07550 | Potency, µM (top dose mostly 46.1 µM), for the others: at the highest dose activation, hits mostly activators | AID 492947 | 0.02% of 330,000 active | beta-arrestin recruitment to beta2AR, cell-based reporter;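 also: potency is read from the fitted curve at half-maximal effect; 0% = DMSO controls and full agonism = EC100 isoproterenol or metaproterenol; nearly all actives have a fitted effect of over 65% in size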
A-T KAP1 phos: potential ataxia-telangiectasia treatments restoring KAP-1 phosphorylation; Potency, µM (highest dose often 57.5 µM), for the others: at the highest dose activation, hits mostly activators; AID 485349; 0.19% of 320,000 active; […] A-T fibroblasts, KAP-1 phosphorylation AlphaLISA; neocarzinostatin DNA damage 30 min before lysis; also: potency is read from the fitted curve at half-maximal effect; % of control where 0% means no effect; nearly all actives have a fitted effect of over 45% in size
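hTERT-immortalized A-T patient fibroblasts ([…]), 500 cells/well in OPTI-MEM, 1% FBS, got compounds for 60 min, then NCS for 30 min at 37C. Lysates were then assayed for phospho-KAP-1 by AlphaLISA (anti-pKAP1 donor, anti-KAP1 acceptor beads), 6 hr at 25C.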
Active calls of the source: *; ? = inconclusive; / = not tested or not shown; [ ] = another dose, or the depositor's remark. Unless noted, calls follow the shape of the dose curve; as a rule, active = well fitted curve in the direction sought with a large enough effect; inconclusive = small, poorly fitted or top-dose-only effect, or another doubt; inactive = no such curve, though single readings can be large; an effect the other way counts as inactive or inconclusive.

Fields – CXXC DNA block | BRCA1 expr up | PTAP TSG101 blk | TRPV1 ag | B2AR arrestin | ELG1 DNA repair | p53 reactivation | TCR activator | Integrin act MD | A-T KAP1 phos
> CCn1c(NCc2cc(Cl)ccc2O)nc2ccccc21
    -4% | -5% | -6% | 11 | -0.3% | -4% | -5% | -5% | 2% | 21%
> O=C(O)CCCC(=O)Nc1ccc(-n2ccc(C(F)(F)F)n2)cc1
    -15% | -4% | -1% | 2 | -0.2% | 1% | 7% | 1% | ? | 35%
> CCc1nnc(NC(=O)CN2C(=O)c3ccccc3C2=O)s1
    -4% | 4% | -1% | -2 | -0.9% | 5% | -1% | / | 17% | -5%
> COc1ccc(NC(=O)c2cc(-c3cc(OC)c(OC)c(OC)c3)nc3ccccc23)c(OC)c1
    -18% | -52% | 1% | 2 | 0.0% | ? | -4% | 6% | 4% | -7%
> CC(C)c1cc(CN2CCOCC2)cc(C(C)C)c1O
    10% | 2% | 0% | 2 | -0.5% | 3% | 2% | -4% | 24% | -7%
> C[C@@H]1CN(Cc2cn(C)nc2-c2cccc(Cl)c2)C[C@H](C)O1
    3% | -16% | -1% | 3 | 0.0% | 4% | -1% | -11% | 10% | 2%
> CC(C)Sc1nc(N2CCOCC2)c2c3c(sc2n1)COC(C)(C)C3
    -3% | -58% | -3% | 24 | 0.3% | ? | 5% | -8% | 20% | 3%
> CC1CN(C2CCN(C(=O)c3cccc(Cl)c3)CC2)CC(C)O1 (stereo unspecified)
    0% | 0% | -6% | 2 | -0.5% | -4% | 9% | 5% | 11% | 2%
> COc1ccccc1C(=O)N1CCN(c2ccc(N3CCOCC3)nn2)CC1
    / | 5% | -4% | -11 | 0.1% | 0% | -4% | 0% | 1% | /
> CCCCNS(=O)(=O)c1ccc2nc(-c3cccnc3)cc(C(=O)NCCCN(CC)CC)c2c1
    -1% | / | / | 0 | -0.1% | 2% | 9% | / | / | 0%
> CCC(=O)N(Cc1cc2ccccc2[nH]c1=O)c1ccccc1OC
    3% | -12% | -9% | 0 | -0.3% | 4% | / | / | 7% | -5%
> CCC(c1nnnn1CCc1ccccc1)N(Cc1ccco1)Cc1cc2cccc(C)c2[nH]c1=O (stereo unspecified)
    0% | -57% | -4% | 17 | 0.4% | ? | -4% | -1% | -14% | -5%
> CCOc1cc(/C=C(/C#N)c2nc3ccccc3[nH]2)ccc1Oc1ccc([N+](=O)[O-])cn1
    32%[activator] | -50% | -6% | ? | 0.3% | 28% | 5% | / | ? | -6%
> Cn1cccc1/C=N/NC(=O)Cn1cnc2ccccc21
    -8% | 0% | -2% | -3 | -0.1% | 14% | -7% | -1% | 6% | 5%
> CCc1cc2cc(C)c(C)cc2nc1SCC(=O)Nc1cc(C)on1
    6% | -5% | 2% | 16 | -0.8% | -7% | 4% | -6% | 7% | 3%
> COc1ccc([N+](=O)[O-])cc1NC(=O)/C=C/C(=O)O
    -6% | -1% | -1% | 0 | -0.4% | -1% | 5% | 0%[46.1 µM] | 5% | 8%
> CCSc1nc2c(c(=O)[nH]c(=O)n2C)n1C/C=C(/C)Cl
    5% | -27% | -9% | 1 | 0.4% | 8% | 11% | -6% | 6% | -2%
> CCc1ccc(-c2cc(C(=O)N/N=C/c3ccco3)[nH]n2)cc1
    2% | 17% | -1% | 6 | 0.1% | 8% | 0% | -5% | -24% | 0%
> FCCCOc1ccc(-c2nccc(-c3ccc(Cl)cc3)n2)cc1
    -10% | -3% | -5% | 2 | 0.0% | ? | 5% | 6% | -5% | -4%
> O=C(O)CC/C(=C\c1cccc(NC(=O)c2ccccc2Cl)c1)c1nc2ccccc2s1
    -20% | 24% | -7% | -4 | -0.3% | -5% | -4% | 7% | 5% | 12%
> CC1CC(C)CN(C(=O)/C=C/c2ccc(S(=O)(=O)N3CCOCC3)cc2)C1 (stereo unspecified)
    / | -13% | -5% | ? | 0.1% | 0% | 12% | -22% | 19% | 0%
> COc1ccc(-c2cc(C(=O)N3CCOCC3)no2)cc1
    2% | -29% | -5% | ? | 0.2% | ? | 15% | 7% | 10% | -4%
> CC(C)C[C@H](NC(=O)c1nc[nH]c1C(=O)NC1CCNCC1)C(=O)OC(C)(C)C
    / | 3% | -1% | -2 | -1.1% | 19% | -5% | -3% | -10% | 17%
> O=C(CC1C[C@H](C(=O)N2CCOCC2)[C@@]2(CCC3CCCC3)c3[nH]c4ccccc4c3CCN2C1=O)NCCCn1ccnc1 (stereo partly specified)
    / | -19% | -2% | / | 0.0% | 2% | -9% | -2% | -7% | 4%
> Cc1nc2sc(C(c3ccco3)N3CCN(c4cccc(Cl)c4)CC3)c(O)n2n1 (stereo unspecified)
    1% | 1% | -2% | -1 | -0.2% | -2% | 0% | -5%[46.1 µM] | -37% | 0%
> COc1ccccc1N1CCN(C(c2ccc(F)cc2)c2nnnn2C(C)C)CC1 (stereo unspecified)
    0% | -22% | 0% | 3 | -0.3% | -9% | -5% | 5% | 6% | 5%
> CCOc1ccc(-c2cc(C(=O)OC)[nH]n2)cc1
    -5% | ? | 1% | 12 | -0.5% | ? | 8% | -2% | -3% | 4%
> Cc1ccc(-c2c(C)sc3nc(CN4CCN(CC(=O)NC5CC5)CC4)[nH]c(=O)c23)cc1
    / | -22% | -5% | -3 | 0.2% | -2% | -1% | -6% | -30% | 0%
> O=C(COC(=O)C1(c2ccc(Cl)cc2)CCCC1)NC1CCS(=O)(=O)C1 (stereo unspecified)
    -13% | -23% | -4% | 4 | -1.5% | 0% | -1% | 4% | -4% | -4%
> COc1cccc(NC(=S)N/N=C2/CCCCc3ccccc32)c1
    ? | 68% | -2% | 9 | -0.1% | ? | ? | -3%[46.1 µM] | -24% | 1%
> Cc1csc(=N)n1CC(=O)N1CCc2ccccc21
    6% | 10% | -4% | -1 | 1.0% | 7% | 27% | 0% | -7% | 9%
> CCN1CCN(C(c2cccs2)C(C)NC(=O)c2ccccc2)CC1 (stereo unspecified)
    1% | 11% | 1% | 1 | -0.4% | 11% | 7% | -3%[46.1 µM] | -23% | -2%
> COc1ccc(C(=O)NN=C(Cc2ccccc2)Cc2ccccc2)cc1OC
    -4% | -24% | -6% | 12 | 2.7% | -21% | -11% | 5%[46.1 µM] | -11% | 1%
> Cc1cc(=O)n2c3ccccc3n(CC(O)CN3CCCC3)c2c1C#N (stereo unspecified)
    3% | 25% | -3% | 3 | 5.3% | / | 1% | / | 11% | -9%
> CC(Sc1ncnc2c1cnn2-c1ccccc1)C(=O)NCC1CCCO1 (stereo unspecified)
    15% | -15% | 1% | 13 | -0.9% | 8% | -9% | 10% | -1% | 22%
> CCOc1ccccc1NC=C1C(=O)OC(C)(C)OC1=O
    -6% | 1% | 1% | 0 | 6.7% | -6% | 3% | 5% | 0% | 3%
> COc1ccc(NC2CCCN(C(=O)c3ccc4nc(C)c(C)nc4c3)C2)cc1OC (stereo unspecified)
    7% | 18% | -5% | 2 | -1.0% | 0% | 1% | -18% | 17% | -6%
> O=c1[nH]c(CCl)nc2cc(-c3ccc(Cl)cc3)sc12
    25% | 37% | -3% | 1 | -0.1% | ? | ? | -2% | -62%[inhibitor] | -6%
> COC(=O)c1ccc(N2CCN(c3ccccc3)CC2)c(NC(=O)C2CC2)c1
    -1% | 16% | -6% | 24 | -0.8% | ? | -2% | 0% | -22% | -3%
> COc1ccc(CCNC(=S)N2CCN(S(=O)(=O)c3ccccc3F)CC2)cc1
    21% | -30% | -1% | 9 | 0.5% | ? | -5% | 2% | 0% | 3%
> CCOc1ccc(C(=O)Nc2ccc(N3CCN(C(=O)c4ccco4)CC3)cc2)cc1Br
    / | -8% | -2% | / | / | / | / | -11% | -11% | /
> Cc1nc2ccc(NC(=O)NCc3ccco3)cc2s1
    -1% | ? | / | 1 | -1.0% | ? | 16% | / | 0% | -7%
> Cc1ccc(/C=N/NC(=O)c2ccccc2OCc2cccc(Br)c2)o1
    11% | -38% | -4% | 2 | -1.0% | ? | -5% | -2% | ? | -3%
> O=C(Nc1ccc(C(F)(F)F)cc1)c1ccc2nc[nH]c2c1
    18% | 8% | -6% | ? | -0.5% | ? | 6% | 0% | 12% | 9%
> CCOc1ccc(/C=C/C(=O)N(CC)CC(=O)NCc2cccs2)cc1OC
    / | -33% | 0% | 9 | 0.5% | 2% | -2% | -6% | 2% | 2%
> CCOC(=O)[C@@H]1[C@H]2COc3ccc(Br)cc3[C@H]2N2C(=O)N(c3ccc(F)cc3)C(=O)[C@]12C
    7% | 0% | -3% | -3 | -0.9% | ? | / | -1% | 9% | 1%
> Cc1cc(=O)oc2c(C)c(OC3CCCCC3=O)ccc12 (stereo unspecified)
    15% | 13% | -3% | 15 | 0.4% | 3% | -1% | -2% | -4% | -2%
> COc1ccc(N2CC(C(=O)N/N=C/c3ccc(C)cc3)CC2=O)cc1 (stereo unspecified)
    -4% | -33% | -4% | 20 | -0.4% | -10% | -1% | 1% | -19% | 2%

Screening results (PubChem BioAssay)
